Assay outcomes from PubChem.
CHRM1 antagonist – human M1 muscarinic receptor antagonists, primary screen, CHO-K1 cells, Fluo-8 calcium fluorescence, 1536-well | Muscarinic acetylcholine receptor M1 (Homo sapiens), P11229 | CHO-K1 hM1, ACh EC80 antagonist | inhibition, % at 3 µM | 360,000 tested, 1.3% active | AID 588852, 2011;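 active means percent inhibition above its own plate's cutoff, namely the mean of that plate's compound wells plus 3 SD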;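 further: peak over basal fluorescence ratio during 140 s after agonist addition; 0% = ACh EC80 plus DMSO and 100% = DMSO alone without agonist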
CHO parental Ca – ATP-evoked calcium signal inhibitors, parental CHO, primary screen, counter-screen for OX1R antagonist project, cell-based, fluorescence, Fluo-8 calcium dye. parental CHO-K1, ATP-induced calcium, Fluo-8 fluorescence. inhibition, % at 5.6 µM. 330,000 tested, 0.63% active;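 active means inhibition above that plate's mean sample inhibition plus 3 SD, cut at about 26% in these data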;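 further: 0% = ATP-challenged DMSO wells and 100% = DMSO wells without ATP; some compounds past the cut are filed as inactive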
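Material: parental CHO cells / Compound: single nominal dose of 5.6 µM per compound / Signal: Fluo-8 fluorescence / Replicates: singlicate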
M1 ag – human M1 muscarinic receptor agonists, primary screen, Fluo-8 calcium fluorescence, CHO-K1 cells, HTS; activation, % at 3 µM; 360,000 tested, 0.33% active; CHO-K1 hM1, agonist mode; 0% DMSO, 100% acetylcholine EC100;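 active means activation above the run's mean compound activation plus 3 SD, cut at about 16% in these data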;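 further: peak over basal fluorescence ratio within a 140 s kinetic read after compound addition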
TAAR1 agonist – human TAAR1 agonists, primary screen, Fluo-8 calcium fluorescence, CHO RD-HGA16 cells | vehicle wells 0%, saturating PEA agonist 100% | activation, % at 3 µM | 360,000 tested, 0.99% active | AID 624467, 2012;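 active means activation above the mean activation of all test compounds in the run plus 3 SD, cut at about 38% in these data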
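Assay system – CHO-derived RD-HGA16 cells with stable Gα16 and human TAAR1 · Compound dosing – one-point dosing at 3 µM (nominal) · Incubation – 17-24 h seeding, 75 min 37 °C dye, 30 min RT · Measured by – kinetic Fluo-8 calcium fluorescence · Control set – DMSO vehicle as 0%, PEA at EC100 as 100% · Repeats – single well for each compound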
V1aR counter – agonists of human V1a receptor, primary screen, counter-screen for OXTR agonist project, fluorescence, CHO-V1R cells | Vasopressin V1a receptor (Homo sapiens), P37288 | Fluo-8 calcium fluorescence, agonist mode; 0% DMSO, 100% 3 nM vasopressin | activation, % at 3 µM | 320,000 tested, 0.25% active;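 active means activation above the mean activation of all tested compounds plus 3 SD, per screening run, cut at about 20% in these data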;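 further: signal is peak over basal fluorescence ratio across a 100 second FLIPR read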
Target sequence (P37288 whole entry, looked up): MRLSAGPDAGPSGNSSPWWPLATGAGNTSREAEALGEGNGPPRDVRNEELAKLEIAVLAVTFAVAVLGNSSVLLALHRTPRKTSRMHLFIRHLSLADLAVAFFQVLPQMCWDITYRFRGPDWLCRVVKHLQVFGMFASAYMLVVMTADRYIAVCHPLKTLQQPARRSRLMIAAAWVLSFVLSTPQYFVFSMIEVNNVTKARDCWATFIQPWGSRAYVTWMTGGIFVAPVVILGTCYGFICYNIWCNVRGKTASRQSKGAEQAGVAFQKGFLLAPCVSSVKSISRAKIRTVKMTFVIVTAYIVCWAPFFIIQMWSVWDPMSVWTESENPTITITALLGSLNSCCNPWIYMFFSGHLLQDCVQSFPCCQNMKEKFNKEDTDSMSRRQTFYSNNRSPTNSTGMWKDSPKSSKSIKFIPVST
M1 PAM – human M1 muscarinic receptor positive allosteric modulators, primary screen, CHO-K1 cells, Fluo-8 calcium fluorescence, 1536-well; CHO-K1 hM1, ACh EC20; 0% = ACh EC20, 100% = maximal ACh; activation, % at 3 µM; 360,000 tested, 0.088% active; in the data active means activation above about 19%, passing the limit was not always enough
OXTR potentiator – human OXTR potentiators, primary screen, fluorescence, CHO-OTR cells, Fluo-8 calcium | Fluo-8 calcium fluorescence, potentiator mode; 0% = oxytocin EC15, 100% = EC100 | Oxytocin receptor (Homo sapiens), P30559 | activation, % at 3 µM | 320,000 tested, 0.061% active;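 active means activation above that plate's cutoff, the mean activation of tested compounds plus 3 SD, cut at about 6.6% in these data, passing the limit was not always enough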;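 further: 100% uses oxytocin at 75 nM as the full agonist control; some results filed as inactive read as strong as hits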
Target sequence (P30559 whole entry, looked up): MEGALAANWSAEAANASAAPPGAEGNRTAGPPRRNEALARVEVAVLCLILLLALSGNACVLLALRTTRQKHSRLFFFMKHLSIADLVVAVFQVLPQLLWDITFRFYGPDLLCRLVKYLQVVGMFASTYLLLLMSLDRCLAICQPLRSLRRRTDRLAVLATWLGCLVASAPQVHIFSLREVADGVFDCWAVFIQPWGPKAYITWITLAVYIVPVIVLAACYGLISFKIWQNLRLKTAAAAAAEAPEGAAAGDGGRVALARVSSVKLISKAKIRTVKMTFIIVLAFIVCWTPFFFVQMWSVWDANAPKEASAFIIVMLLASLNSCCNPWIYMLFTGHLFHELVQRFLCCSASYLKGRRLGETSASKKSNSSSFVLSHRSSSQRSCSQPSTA
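Assay system: CHO cell line stably expressing human OTR | Also added: Oxytocin at about EC15, sub-maximal agonist stimulus | Times: Compound 6 min at room temperature before oxytocin, 100 s read | Measured by: Fluo-8 intracellular calcium fluorescence, ex 470-495, em 515-575 nm | Controls: EC15 oxytocin alone as 0%, 75 nM oxytocin as 100%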
OXTR agonist – human OXTR agonists, primary screen, fluorescence, CHO-OTR cells, Fluo-8 calcium. Oxytocin receptor (Homo sapiens), P30559. Fluo-8 calcium fluorescence; normalized: DMSO 0%, oxytocin 100%. activation, % at 3 µM. 320,000 tested, 0.32% active;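 active means activation above the mean of all tested compounds plus 3 SD, cutoff set per screening run, cut at about 20% in these data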;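 further: peak over basal fluorescence ratio from a 100 s FLIPR kinetic read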
TAAR1 antag – human TAAR1 antagonists, primary screen, Fluo-8 calcium fluorescence, CHO RD-HGA16 cells; Trace amine-associated receptor 1 (Homo sapiens), Q96RJ0; antagonist; inhibition, % at 3 µM; 360,000 tested, 1.5% active; AID 624466, 2012;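 active means inhibition above a per-plate cutoff, the mean inhibition of test compounds on that plate plus 3 SD, cut at about 49% in these data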;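 further: 0% = DMSO plus EC80 beta-PEA response and 100% = DMSO alone without agonist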
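Material: RD-HGA16 CHO cells with stable hTAAR1 and Gα16; Dosing: single nominal final test compound concentration of 3 µM; Schedule: seeding 17-24 h prior, 75-min 37 °C, 30-min RT dye loading; Detection: kinetic Fluo-8 calcium fluorescence measurement; Measure: % inhibition from peak post-agonist over basal fluorescence ratio; Benchmarks: vehicle and agonist controls.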
* hit, by the source's call; . = no result given.

entry | Molecule | CHRM1 antagonist | CHO parental Ca | M1 ag | TAAR1 agonist | V1aR counter
1 | COc1cc(OC)cc(-c2nnc(SCC(=O)Nc3ccc(C(=O)O)cc3)s2)c1 | -15 | -4 | -4 | -1 | 1.7
2 | CN1CCN(c2ncc3c(n2)CC(c2ccccc2F)CC3=O)CC1 (configuration not stated) | 16 | -4 | -2 | 1 | 1.5
3 | COCCn1c(SCC(=O)Nc2cc(C)on2)nnc1C(C)C | -4 | 13 | -2 | -1 | 0.6
4 | COc1ccc(/C(=C/Nc2cccc(Br)c2)C(C)=O)cc1OC | -7 | -1 | -10 | 0 | -1.1
5 | Cc1ccccc1C(=O)O/N=C(\N)c1ccc([N+](=O)[O-])cc1 | -14 | -10 | -4 | -2 | 0.0
6 | COc1ccc2c(c1)NC1(O)c3ccccc3C(=O)C21O (configuration not stated) | -19 | -2 | -3 | 11 | -0.5
7 | Cn1c(=O)c2c(nc(N3CCCCC3)n2CC(O)COc2ccccc2)n(C)c1=O (configuration not stated) | 5 | 1 | -4 | 4 | -0.5
8 | COC(=O)C1=NN(C(=O)c2ccccc2)C(O)(c2ccc([N+](=O)[O-])cc2)C1 (configuration not stated) | -8 | . | -4 | 19 | .
9 | CC1CC(C)CN(CC(=O)N2CCc3[nH]c4ccccc4c3C2)C1 (configuration not stated) | 3 | -19 | 1 | 9 | 1.2
10 | CS(=O)(=O)N(CC(=O)NCc1ccco1)c1cccc([N+](=O)[O-])c1 | -3 | 2 | -5 | 2 | -0.7
11 | CCOC(=O)c1ccc(/C=C2/C=C(c3ccccc3)N(c3ccc(Cl)c(C(=O)O)c3)C2=O)cc1 | -2 | -5 | 2 | 8 | 11
12 | CCC1(C(=O)OC)NC(c2ccco2)C2C(=O)N(c3ccc(F)cc3)C(=O)C21 (configuration not stated) | 7 | -1 | -5 | 4 | 9.4

entry | M1 PAM | OXTR potentiator | OXTR agonist | TAAR1 antag
1 | 12 | -1 | -0.4 | -6
2 | -11 | -6 | 0.2 | -18
3 | 1 | 1 | 0.2 | 6
4 | 12 | -9 | -0.8 | 1
5 | 8 | -6 | -0.6 | -1
6 | 12 | 2 | 0.1 | -1
7 | -3 | -8 | 0.0 | -32
8 | 7 | . | . | -8
9 | -9 | -6 | 0.7 | -5
10 | 4 | -4 | 0.3 | 13
11 | 4 | -5 | 14 | -4
12 | -3 | -9 | -0.4 | 2

The final four records of the section above open the next one.
entry | Molecule | CHRM1 antagonist | CHO parental Ca | M1 ag | TAAR1 agonist | V1aR counter
9 | CC1CC(C)CN(CC(=O)N2CCc3[nH]c4ccccc4c3C2)C1 (configuration not stated) | 3 | -19 | 1 | 9 | 1.2
10 | CS(=O)(=O)N(CC(=O)NCc1ccco1)c1cccc([N+](=O)[O-])c1 | -3 | 2 | -5 | 2 | -0.7
11 | CCOC(=O)c1ccc(/C=C2/C=C(c3ccccc3)N(c3ccc(Cl)c(C(=O)O)c3)C2=O)cc1 | -2 | -5 | 2 | 8 | 11
12 | CCC1(C(=O)OC)NC(c2ccco2)C2C(=O)N(c3ccc(F)cc3)C(=O)C21 (configuration not stated) | 7 | -1 | -5 | 4 | 9.4
13 | Cc1cc(Nc2cccc(Cl)n2)n(-c2ccccc2)n1 | 2 | -17 | -7 | 2 | -1.1
14 | Cc1c(C(=O)NC(=S)Nc2ccc(NC(=O)c3cccs3)cc2)cccc1[N+](=O)[O-] | 33* | 16 | 2 | 9 | 4.0
15 | CCc1ccc(CNC(=O)C2CCCN(c3nn4c(=O)cc(C)nc4s3)C2)cc1 (configuration not stated) | 3 | -10 | -6 | 0 | -0.2
16 | CCOc1ccccc1OCC(=O)Nc1ccc(S(=O)(=O)Nc2nc(C)cc(C)n2)cc1 | -1 | -23 | -3 | 1 | 0.9
17 | CC(=O)OCc1cc(-c2nc3ccccc3[nH]c2=O)nn1-c1ccc(Cl)cc1 | -1 | -13 | -1 | 0 | 0.9
18 | CCc1nnc(NC(=O)C2CCN(S(=O)(=O)Cc3ccccc3)CC2)s1 | -29 | -11 | 0 | 6 | 0.6
19 | CC1(C)CC[C@]2(C(=O)O)CC[C@]3(C)C(=CC[C@@H]4[C@@]5(C)CC[C@H](O[C@@H]6O[C@H](C(=O)O)[C@@H](O)[C@H](O[C@@H]7OC[C@H](O)[C@H](O)[C@H]7O)[C@H]6O)C(C)(C)[C@@H]5CC[C@]43C)[C@@H]2C1 | 19 | 100* | 2 | 109* | 108*
20 | CC(=O)Nc1ccc(NC2=C/C(=N/S(=O)(=O)c3cccs3)c3ccccc3C2=O)cc1 | 21 | -17 | -1 | 14 | -1.2
21 | O=C(CSc1cccc2cccnc12)NCc1ccco1 | -5 | -15 | -1 | 8 | -0.5
22 | Cc1oncc1C(=O)Nc1ccc2ccccc2c1 | -5 | . | -3 | 5 | .
23 | COc1ccccc1CC(=O)Nc1cccc2c1CCCC2 | -9 | -15 | -4 | 2 | 0.3
24 | CCn1cc(CN2CCN(CCc3ccccc3)C(CCO)C2)c(C)n1 (configuration not stated) | -5 | -11 | -10 | 10 | 0.6

entry | M1 PAM | OXTR potentiator | OXTR agonist | TAAR1 antag
9 | -9 | -6 | 0.7 | -5
10 | 4 | -4 | 0.3 | 13
11 | 4 | -5 | 14 | -4
12 | -3 | -9 | -0.4 | 2
13 | 7 | -4 | -1.7 | 3
14 | -15 | -18 | 4.6 | 68*
15 | -1 | -3 | -0.3 | -23
16 | 0 | -6 | -0.1 | 3
17 | 1 | -8 | 0.0 | 7
18 | 5 | -7 | 1.4 | 3
19 | -8 | -13 | 56* | 109*
20 | -2 | -9 | -3.1 | 42
21 | -1 | -1 | 0.9 | 11
22 | 5 | . | . | -9
23 | 13 | 0 | -2.7 | 4
24 | 2 | 1 | -0.2 | -8

Additional results:
entry | Molecule | CHRM1 antagonist | CHO parental Ca | M1 ag | TAAR1 agonist | V1aR counter
25 | Cc1ccc(-c2cc(-c3n[nH]c(=S)n3C)c3ccccc3n2)cc1 | 7 | -20 | -9 | 10 | -2.1
26 | CC(=O)Nc1ccc(S(=O)(=O)N2CCN(c3nnnn3-c3ccccc3)CC2)cc1 | 1 | -2 | -2 | 2 | -0.5
27 | COc1ccccc1S(=O)(=O)N(C)C[C@H]1OCc2cnnn2CCCC(=O)N([C@H](C)CO)C[C@@H]1C | -7 | . | -5 | 5 | .
28 | C=CCOc1ccc(CNCCO)cc1OCC | -5 | -11 | -7 | 2 | 0.4
29 | N#Cc1cccc(NCC(=O)Nc2cccc(S(=O)(=O)N3CCCCC3)c2)c1 | 4 | -7 | 1 | 13 | 12
30 | Cc1ccc(C2C(C=Nc3c(C)n(C)n(-c4ccccc4)c3=O)=C(c3ccccc3)Oc3ccccc32)cc1 (configuration not stated) | -33 | -4 | -3 | 1 | 1.0
31 | CC1=C([N+](=O)[O-])C(c2ccc(O)c(O)c2)NC(=O)N1 (configuration not stated) | -11 | -2 | -1 | 1 | 1.0
32 | COc1ccccc1OCCNC(=O)c1c(-c2ccccc2Cl)noc1C | 3 | -16 | -3 | 0 | 2.2
33 | CCN(c1ccccc1)S(=O)(=O)c1ccc(Cl)c(C(=O)NCc2ccco2)c1 | -8 | -27 | -5 | 2 | 2.2
34 | CN(C(=O)CSc1nc(N)nn1-c1ccccc1)c1ccccc1 | -9 | -13 | -7 | 2 | -0.4
35 | COc1ccc(CN2CCNC(=O)C2CC(=O)NCCCn2cccn2)c(OC)c1 (configuration not stated) | -9 | -4 | -8 | 1 | 0.8
36 | CC(=O)Nc1cc(C(=O)N2CCCC2)ccc1Sc1ccc(Cl)cc1 | 1 | -13 | -4 | 6 | 0.7

entry | M1 PAM | OXTR potentiator | OXTR agonist | TAAR1 antag
25 | -4 | -10 | -2.5 | -8
26 | 8 | -2 | 0.4 | -15
27 | -1 | . | . | -5
28 | 0 | 0 | 0.0 | 7
29 | -7 | -10 | 10 | 5
30 | -1 | -10 | -1.1 | -10
31 | 11 | -4 | -0.4 | 4
32 | 0 | -8 | -0.7 | -3
33 | 8 | -8 | -1.2 | 17
34 | 6 | -3 | 0.7 | -13
35 | 13 | -5 | 0.0 | 13
36 | 2 | -4 | -1.0 | -6

Going on with the list:
entry | Molecule | CHRM1 antagonist | CHO parental Ca | M1 ag | TAAR1 agonist | V1aR counter
37 | Cc1ccccc1S(=O)(=O)N1C[C@H]2[C@H]3C(=O)N(c4ccccc4)C(=O)[C@H]3CC(=O)[C@H]2[C@@H]1c1ccc(Cl)cc1 | 1 | . | -3 | 0 | .
38 | CN(CCC1CCOCC1)Cc1nc(Cc2ccccc2F)no1 | 3 | -10 | -6 | -3 | -0.6
39 | Cc1ccc2nc(NNC(=O)c3ccc4c(c3)OCCO4)sc2c1 | 2 | -5 | 5 | 6 | 5.0
40 | CC(C)(C)c1ccc(C(=O)NC(=S)Nn2cnnc2)cc1 | 0 | -8 | -7 | 2 | 1.7
41 | CCOc1ccc(-c2nc(C#N)c(NCC(C)C)o2)cc1 | 3 | -25 | -7 | 4 | -1.2
42 | Cc1ccc(S(=O)(=O)NCCC(c2ccc(F)cc2)c2ccco2)cc1 (configuration not stated) | -1 | -24 | -5 | 3 | 1.1

entry | M1 PAM | OXTR potentiator | OXTR agonist | TAAR1 antag
37 | 5 | . | . | -5
38 | -4 | -1 | -0.3 | -9
39 | 6 | -8 | 4.2 | 5
40 | 7 | -5 | 0.9 | 0
41 | -6 | 1 | -1.9 | 8
42 | -5 | -10 | -1.3 | 23

Rewritten as tab-separated lines: entries from further up.
entry	SMILES	CHRM1 antagonist	CHO parental Ca	M1 ag	TAAR1 agonist	V1aR counter	M1 PAM	OXTR potentiator	OXTR agonist	TAAR1 antag
30	Cc1ccc(C2C(C=Nc3c(C)n(C)n(-c4ccccc4)c3=O)=C(c3ccccc3)Oc3ccccc32)cc1 (configuration not stated)	-33	-4	-3	1	1.0	-1	-10	-1.1	-10
31	CC1=C([N+](=O)[O-])C(c2ccc(O)c(O)c2)NC(=O)N1 (configuration not stated)	-11	-2	-1	1	1.0	11	-4	-0.4	4

Copied from the list:
Value for cpd 39 under OXTR potentiator: -8
Value for cpd 37 under CHRM1 antagonist: 1
